Screening data: PubChem, several laboratories
SKKanGAS inh: SKKanGAS growth inhibition | S. pyogenes SKKanGAS, kanamycin growth, BacTiter-Glo, 6 h | inhibition, % at 7.5 µM | hit rate 1.3% among 300,000 | AID 1662;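 active means mean replicate score, as percent of positive control median, at least 50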;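 further: strain carries kanamycin resistance gene driven by streptokinase promoter and grows in 40 µg/ml kanamycin; loss of luminescence reflects streptokinase promoter inhibition or plain growth inhibition; 0% = median of DMSO wells and 100% = positive control at its reference dose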
MrgX1 antagonist: blocks BAM8-22 activation of human MrgX1 receptor; Q96LB2; MRGX1-HEK293 calcium flux, Fluo-4, BAM8-22 antagonism; hits give low values; B-score at 10 µM; hit rate 1.3% among 310,000; AID 588676;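 active means calcium-response B-score plate-corrected more than 3 library SD below zero, starting fluorescence within 5 deviations, no agonist response on first addition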;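 further: peak minus trough fluorescence over baseline after final BAM8-22 challenge near maximal dose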
Target sequence (Q96LB2 whole entry, looked up): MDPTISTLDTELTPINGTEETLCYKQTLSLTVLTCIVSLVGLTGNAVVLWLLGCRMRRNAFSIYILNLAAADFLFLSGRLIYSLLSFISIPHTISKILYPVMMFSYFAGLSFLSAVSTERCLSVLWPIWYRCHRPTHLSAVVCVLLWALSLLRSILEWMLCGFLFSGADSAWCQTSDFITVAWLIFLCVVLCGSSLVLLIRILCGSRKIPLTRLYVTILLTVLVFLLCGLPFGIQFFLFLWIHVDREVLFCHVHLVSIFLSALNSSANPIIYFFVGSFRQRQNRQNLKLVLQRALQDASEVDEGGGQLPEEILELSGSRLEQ
TMEM16A act: activates or potentiates the mouse TMEM16A chloride channel | B-score at 10 µM | Q8BHY3 | HEK293 TMEM16A/YFP-H148Q/I152L, iodide quench fluorescence; hits give low values | AID 623877 | hit rate 0.3% among 340,000;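 active means fluorescence-ratio B-score plate-corrected deviation score at least 3 library SD below zero, with starting fluorescence score within 5 deviations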;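 further: channel opened by trigger with iodide after compound preincubation; score built on the fluorescence ratio of max minus min over baseline; more negative score means more quench and so TMEM16A activation or potentiation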
RGS4 act: RGS4 potentiation or activation | HEK293 M3R/inducible RGS4, carbachol calcium flux Fluo4; hits give low values | B-score at 10 µM | hit rate 0.92% among 310,000;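 active means B-score of the integrated calcium signal more than 4 SD below the library mean, with starting fluorescence not abnormally high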;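 further: negative B-score means reduced calcium response which marks RGS4 activation or potentiation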
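test system = HEK293 cells with stable M3R and inducible RGS4 | schedule = recording 10 s baseline at 1 Hz, 100 s post-agonist | technique = Fluo4-AM (2 µM) calcium-flux fluorescence, kinetic read | measure = Agonist-evoked peak-minus-minimum fluorescence over baseline, integrated ratio, B score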
HDAC3 inhib: inhibitors of human histone deacetylase 3. O15379. recombinant HDAC3, fluorogenic peptide/trypsin coupled, fluorescence. inhibition, % at 8.3 µM. hit rate 0.15% among 320,000. AID 2718; in the data active means inhibition above about 26%, passing the limit was not always enough
Target sequence (O15379 whole entry, looked up): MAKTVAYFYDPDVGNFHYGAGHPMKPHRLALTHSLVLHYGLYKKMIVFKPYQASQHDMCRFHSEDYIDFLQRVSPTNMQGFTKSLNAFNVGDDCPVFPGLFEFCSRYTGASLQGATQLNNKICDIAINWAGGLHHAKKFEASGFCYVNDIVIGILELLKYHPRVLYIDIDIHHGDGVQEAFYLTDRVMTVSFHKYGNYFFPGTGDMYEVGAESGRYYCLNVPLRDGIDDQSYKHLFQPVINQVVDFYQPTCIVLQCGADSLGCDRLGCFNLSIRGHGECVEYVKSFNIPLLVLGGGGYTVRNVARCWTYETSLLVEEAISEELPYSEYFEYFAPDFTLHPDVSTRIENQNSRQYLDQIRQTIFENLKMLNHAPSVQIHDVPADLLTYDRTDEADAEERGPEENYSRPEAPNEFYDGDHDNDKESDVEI
TRPC6 act: activators of mouse TRPC6 channel | HEK293-TRPC6 membrane potential dye fluorescence; hits give high values | B-score at 10 µM | hit rate 0.13% among 310,000;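 active means B-score of the integrated fluorescence ratio above library mean plus 3 SD, and starting fluorescence ratio within library mean plus 5 SD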;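 further: higher score means more depolarization so channel activation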
MrgX1 agonist: activates human MrgX1 receptor signaling. hit rate 0.44% among 310,000. B-score at 10 µM. Q96LB2. MrgX1-HEK293 cells, Fluo-4 calcium fluorescence, agonist mode; hits give high values;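 active means calcium response B-score plate-corrected fluorescence ratio at least 3 library SD, with starting fluorescence B-score inside 5 SD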
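Material – MrgX1-expressing HEK293 cells · Input – 15,000 cells seeded per well · Dosing – compound as first of three additions · Times – overnight seeding, then 1 h dark dye loading · Measured by – kinetic Fluo-4 NW fluorescence of intracellular calcium · Read-out – B-scored fluorescence response ratio · Benchmarks – positive and negative control wells on each plate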
RGS4 inh: inhibitors of human RGS4 | P49798 | HEK293 M3R/RGS4 inducible, Fluo-4 calcium flux; hits give high values; triggered by carbachol at its EC20 | B-score at 10 µM | hit rate 0.45% among 310,000;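 active means B-score, a plate-corrected calcium signal, over three deviations above library mean, with baseline fluorescence within five deviations of library mean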;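 further: RGS4 expression induced by doxycycline in cells with stable M3 receptor; B-score is computed from the integrated fluorescence ratio over baseline after carbachol; higher B-score means a larger calcium signal and so more RGS4 inhibition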
Target sequence (P49798 whole entry, looked up): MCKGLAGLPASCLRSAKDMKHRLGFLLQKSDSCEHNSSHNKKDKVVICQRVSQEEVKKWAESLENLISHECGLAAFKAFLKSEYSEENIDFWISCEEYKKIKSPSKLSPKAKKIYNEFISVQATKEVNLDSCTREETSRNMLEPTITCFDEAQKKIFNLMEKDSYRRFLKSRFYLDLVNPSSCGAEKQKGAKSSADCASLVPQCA
MrgX1 PAM: human MrgX1 positive allosteric modulation, primary screen. MrgX1-HEK293, Fluo-4 calcium flux, FDSS; hits give high values. hit rate 0.63% among 310,000. Q96LB2. B-score at 10 µM;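 active means plate-corrected calcium response at least 3 library SD above typical, normal starting fluorescence, not activating the receptor alone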;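 further: compound read alongside a low EC10 to EC30 dose of BAM8-22 agonist; peak minus trough fluorescence over baseline measured at the second addition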
TRPC6 inhibitor: mouse TRPC6 channel inhibition. HEK293-TRPC6, membrane potential dye, ACh-evoked depolarization; hits give low values. Q61143. B-score at 10 µM. hit rate 1.1% among 310,000;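 active means B-score under library mean minus 3 SD, initial fluorescence not abnormally high, positive integrated signal ratio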;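 further: B-score derived from integrated fluorescence ratio over the kinetic read; more negative B-score means stronger inhibition of depolarization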
TMEM16A inh: inhibitors of mouse TMEM16A calcium-activated chloride channel; Q8BHY3; HEK293 TMEM16A/YFP iodide influx fluorescence, ionomycin; normalized B-score (activity score, 25-100; higher = stronger inhibition) at 10 µM; hit rate 1.2% among 310,000; AID 588511;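 active means ratio plate-corrected score three or more library SD toward inhibition, starting fluorescence score within five deviations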;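 further: score derived from kinetic fluorescence span divided by baseline fluorescence per well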
* marks the source's active call; other numbers are inactive results; i = inactive; . = no result given.

Below each compound – MrgX1 PAM	RGS4 inh	TMEM16A act	TMEM16A inh	RGS4 act	HDAC3 inhib	MrgX1 agonist	SKKanGAS inh	TRPC6 inhibitor	MrgX1 antagonist	TRPC6 act
CCOC(=O)c1c(CN(CC)CC)n(C)c2cc(Br)c(O)cc12
  6.9*	i	i	i	i	.	i	-6	i	i	i
CCOC(=O)c1[nH]ncc1[C@@H]1C[C@H]2CN(Cc3cccc(Cl)c3)C(=O)[C@]23CCCN13
  i	i	i	i	i	4	i	-11	i	i	i
O=C(CNCCC1=CCCCC1)Nc1ccccc1N1CCCCC1
  i	i	i	i	i	0	i	1	i	i	i
CN1CCN(C(=O)CNC(=O)Cc2ccc(Cl)cc2)CC1
  i	i	i	i	i	1	i	2	i	i	i
COC(=O)Cc1ccc2c3ccccc3n(C)c2c1
  i	i	i	i	i	-3	i	-4	i	i	i
COc1ccc(S(=O)(=O)N(C)CC(=O)N2CCOCC2)cc1Cl
  i	i	i	i	i	3	i	6	i	i	i
O=C(NC(N1CCOCC1)C(Cl)(Cl)Cl)c1cc([N+](=O)[O-])cc([N+](=O)[O-])c1 (stereo unspecified)
  i	i	i	i	i	4	i	13	i	i	i
Cc1ccc(C(=O)N/C(=C/c2ccco2)C(=O)Nc2cccc(C(=O)O)c2)cc1
  i	i	.	i	i	1	i	-12	i	i	i
OCCN1CCN(C(=S)Nc2ccc(Oc3ccccc3)cc2)CC1
  i	i	i	i	i	0	i	-8	i	i	i
CCCCCCCCNC(=S)NCCN1CCCCC1
  .	i	i	.	i	.	.	10	i	.	i
CC(=O)c1cnc2nc(SCc3cccc(C)c3)nn2c1C
  i	i	i	i	i	-3	i	3	i	i	i
Cn1c(=O)c2cc(S(=O)(=O)N3CCN(c4cccc(C(F)(F)F)c4)CC3)ccc2n(C)c1=O
  i	i	i	i	i	-2	i	17	i	i	i
COC(/C(=N/O)c1ccc(Cl)cc1)c1ccccc1 (stereo unspecified)
  i	i	i	100*	i	4	i	10	i	i	i
CSCCC1NC(=O)N(CC(=O)Nc2ccc(Br)cc2Br)C1=O (stereo unspecified)
  i	i	i	i	i	.	i	-6	i	i	i
Cc1cc(=O)n2nc(N3CCCC(C(=O)NCCc4ccccc4)C3)sc2n1 (stereo unspecified)
  i	.	i	i	.	2	i	.	.	i	.
CC(C)(CC(=O)O)CC(=O)Nc1ccccc1Oc1ccccc1
  i	i	i	i	i	-2	i	-1	i	i	i
O=C(CSc1ccc(-c2ccc(-n3cccn3)cc2)nn1)Nc1ccccc1F
  i	i	i	i	i	-2	i	-7	i	i	i
COc1ccc(OCC(=O)Nc2ccc(S(=O)(=O)N3CCOCC3)cc2)cc1
  i	i	i	i	i	2	i	1	i	i	i
O=C(c1ccccc1)n1ccc2ccccc21
  i	i	i	i	i	-6	i	18	i	i	i
O=C(/C=C/c1ccccc1)n1cnnc1SC/C=C/c1ccccc1
  i	i	i	i	i	-1	i	-7	i	i	i
Oc1ccccc1-c1cc(C(F)(F)F)nc(-c2ccccc2)n1
  i	i	i	i	i	1	i	-15	i	i	i
Cc1ccc(C(=O)N/C(=C\c2ccco2)C(=O)N2CC(C)OC(C)C2)cc1C (stereo unspecified)
  i	i	i	i	i	8	i	.	i	i	i
Cn1c(N)c(S(=O)(=O)N2CCN(c3cccc(Cl)c3)CC2)c(=O)n(C)c1=O
  i	i	i	i	i	-7	i	-7	i	i	i
CCCN1CCC(N2CCCC(C(=O)O)C2)CC1 (stereo unspecified)
  i	i	i	i	i	-4	i	-4	i	i	i
O=C(CSc1n[nH]c(=O)n1C1CC1)NCc1ccccc1Cl
  i	i	i	i	i	-4	i	-3	i	i	i
CN(C)CCC=C1c2ccccc2C=Cc2ccccc21
  i	.	i	i	.	-1	i	.	.	i	.
CCOC(=O)N1CCN(C(=O)COCc2cc(-c3ccc4c(c3)OCO4)on2)CC1
  6.9*	i	i	i	i	-3	i	-6	i	i	i
NS(=O)(=O)c1ccc(Nc2nc(-c3ccccc3)cs2)cc1
  i	i	i	i	i	6	i	-30	i	i	i
Cn1c(N)c(C(=O)COc2ccc(Cl)cc2Cl)c(=O)n(C)c1=O
  i	i	i	i	i	4	i	.	i	i	i
CCn1cc(Br)c(C(=O)NCc2ccco2)n1
  i	i	i	i	i	3	i	-8	-5.8*	i	i
Cc1noc(C)c1C(=O)OCC(=O)NCCC1=CCCCC1
  i	i	i	i	i	5	i	4	i	i	i
COc1ccc2cc(C(=O)N3CCN(Cc4ccc5c(c4)OCO5)CC3)[nH]c2c1
  i	i	i	i	i	3	i	1	i	i	i
Cc1ccnc(N2CCC(C(=O)NCc3ccc(F)cc3)CC2)n1
  i	i	i	i	i	-3	i	10	i	i	i
Cc1ccc(NC(=O)C(C)c2ccc(-c3ccccc3)c(F)c2)cc1 (stereo unspecified)
  i	i	i	i	i	-4	i	39	i	i	i
CN(C)S(=O)(=O)Oc1ccsc1C(=O)Nc1cccc(Cl)c1
  i	i	i	i	i	-3	i	-4	i	i	i
CCC(C)c1ccc(NC(=O)c2c([N+](=O)[O-])cnn2CC)cc1 (stereo unspecified)
  i	i	i	i	i	8	i	-1	i	i	i
COC(=O)c1ccc(C2C(C(C)=O)=C(O)C(=O)N2CCO)cc1 (stereo unspecified)
  i	i	i	i	i	3	i	11	i	i	i
CC(C(=O)NC1CCCc2ccccc21)N1CCN(Cc2ccc3c(c2)OCO3)CC1 (stereo unspecified)
  i	i	i	25*	i	15	i	-2	i	i	i
C=CCOc1cccc(C2/C(=C(\O)c3ccc4c(c3)OCCO4)C(=O)C(=O)N2Cc2cccnc2)c1 (stereo unspecified)
  i	i	i	i	i	6	i	1	i	i	i
COc1ccc(OC)c(Nc2nc(-c3sc(NC(=O)CC(C)C)nc3C)cs2)c1
  i	i	i	i	i	-4	i	8	i	i	i
COc1ccc(/C(N)=N/OC(=O)Cc2ccc(C)cc2)cc1OC
  i	i	i	i	i	8	i	-3	i	i	i
CCN(Cc1ccccc1)Cc1nnnn1Cc1ccccc1
  i	i	i	i	i	2	i	5	i	i	i
Cc1occc1C(=O)n1nnc2ccccc21
  i	i	.	i	i	11	i	2	i	i	i
Cc1cc2n(n1)SC(Nc1cc(Cl)ccc1Cl)N2 (stereo unspecified)
  i	i	i	i	i	6	i	-9	i	i	i
CCc1nnc(NC(=O)CSc2nnc3scc(-c4ccc(C)cc4)n23)s1
  i	i	i	i	i	4	i	4	i	i	i
Cn1cnc([N+](=O)[O-])c1S(=O)(=O)c1ccc(Cl)cc1
  .	i	i	.	i	.	.	7	i	.	i
CCc1ccc(OCC(=O)Nc2nnc(C3CCCC3)s2)cc1
  i	i	i	i	i	-1	i	-5	i	i	i
CC/C(=N\NC(=O)c1cc(C2CC2)[nH]n1)c1ccccc1
  i	i	i	i	i	-2	i	24	i	i	i
COc1cccc(/C=C/C2=CC(C)(C)NC(=S)N2)c1
  i	i	i	i	i	4	i	-15	i	i	i
CO/N=C(/CNC(=O)c1ccccc1Cl)c1ccc(Cl)cc1
  i	i	i	i	i	-9	i	-11	i	i	i
COc1ccc(CCCNC(=O)C2CCC(=O)N(CCc3cccc(F)c3)C2)cc1 (stereo unspecified)
  i	i	i	i	i	3	i	-19	i	i	i
COc1ccc(C(=O)C2CCCN(Cc3cccn3-c3ccc(Cl)cn3)C2)c(OC)c1 (stereo unspecified)
  i	i	i	i	i	-2	i	7	-5.8*	i	i
O=Cc1ccc(-c2ccccc2OC(F)(F)F)o1
  i	i	i	i	i	-3	i	-1	i	i	i
Cc1nc2ccc(S(=O)(=O)NC(C(=O)NCc3ccco3)C(C)C)cc2s1 (stereo unspecified)
  i	i	i	i	i	-1	i	-1	i	i	i
CCc1ccc(N2CSC3=C(C#N)C(c4cccs4)CC(=O)N3C2)cc1 (stereo unspecified)
  i	i	i	i	i	17	i	12	i	i	i
CC(C)[C@H]1COCCS(=O)(=O)N1Cc1ccccc1F
  i	i	i	i	i	-2	i	1	i	-5.3*	i
CC(=O)c1ccc(C(=O)NC2CCCN(Cc3ccccc3F)C2)cc1 (stereo unspecified)
  i	i	i	i	i	-4	i	-1	i	i	i
CCOc1cccc(NC(=O)/C(C#N)=C\c2cccnc2)c1
  i	i	i	i	i	-8	i	-3	i	i	i
O=C(O)/C=C/c1ccc(Oc2ncccn2)cc1
  i	i	i	i	i	-7	i	0	i	i	i
Cc1nc2ccc(S(=O)(=O)NC(CC(C)C)C(=O)O)cc2s1 (stereo unspecified)
  i	i	i	i	i	6	i	-7	i	i	i

Ordered by molar mass (high to low): three of the compounds above.
Below each compound – MrgX1 PAM	RGS4 inh	TMEM16A act	TMEM16A inh	RGS4 act	HDAC3 inhib	MrgX1 agonist	SKKanGAS inh	TRPC6 inhibitor	MrgX1 antagonist	TRPC6 act
COc1ccc(CCCNC(=O)C2CCC(=O)N(CCc3cccc(F)c3)C2)cc1 (stereo unspecified)
  i	i	i	i	i	3	i	-19	i	i	i
COC(=O)c1ccc(C2C(C(C)=O)=C(O)C(=O)N2CCO)cc1 (stereo unspecified)
  i	i	i	i	i	3	i	11	i	i	i
CC(C)[C@H]1COCCS(=O)(=O)N1Cc1ccccc1F
  i	i	i	i	i	-2	i	1	i	-5.3*	i

(more compounds)
Below each compound – MrgX1 PAM	RGS4 inh	TMEM16A act	TMEM16A inh	RGS4 act	HDAC3 inhib	MrgX1 agonist	SKKanGAS inh	TRPC6 inhibitor	MrgX1 antagonist	TRPC6 act
c1coc(CNC2CCCCC2)c1
  i	i	i	i	i	4	i	1	i	i	i
COc1ccc(/C=C/C(=O)Nc2nonc2NC(C)=O)cc1
  i	i	i	i	i	5	i	-9	i	i	i
O=C1NC(C(=O)O)=CC(c2ccc([N+](=O)[O-])cc2)N1 (stereo unspecified)
  i	i	i	i	i	8	i	-24	i	i	i
Cc1ccc(N2C(=O)Nc3ccccc3C2(O)C(=O)NCCCOC(C)C)cc1C (stereo unspecified)
  i	i	i	i	i	-7	i	-4	i	i	i
NC(=O)C(CC(=O)O)NC(=O)[C@@H]1CCOc2c(I)cc([N+](=O)[O-])cc2C(=O)N[C@@H](CO)C(=O)N[C@@H](Cc2ccc(O)cc2)C(=O)N1 (stereo partly specified)
  i	.	.	i	.	7	i	.	.	i	.
CN(C)S(=O)(=O)Nc1cccc(-c2cn3c(n2)SCC3)c1
  i	i	i	i	i	1	i	-1	i	i	i
